From PubChem
RXFP1 antag: antagonists of human relaxin receptor RXFP1; Q9HBX9; HEK293-RXFP1, relaxin-stimulated cAMP HTRF, 30 min; stronger effect = lower value; activity change, negative = inhibition, % at 57.5 µM; hit rate 0.59% among 350,000;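 active = activity change of -60% or lower, but not beyond a set lower limit; inconclusive = change between -60% and -40%, or beyond the set limit; inactive = change above -40%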; also: % is scaled to controls: 0 for no effect and ±100 for the full control effect
D1 ag: human D1 receptor agonism | AID 504660 | HEK293 T-REx D1 cells, calcium flux, agonist mode | activation, % at 2 µM | hit rate 1% among 360,000; also: 0% is about no effect
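Tetracycline-induced HEK293 TREx D1 cells, force-coupled to calcium signalling, were dye-loaded with a no-wash calcium kit. Compound was pin-added after a 10 s baseline. Fluorescence was read kinetically at 1 cycle/s for 180 s, with calcium rises flagged as agonism.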
D1 antagonist: blocks dopamine activation of the human D1 receptor; P21728; HEK293 TREx D1 cells, calcium flux, dopamine EC80; stronger effect = lower value; activity change, negative = inhibition, % at 10 µM; hit rate 3.2% among 360,000; AID 504652; in the data active = activity change below about -30%; also: % is scaled to controls: 0 for no effect and ±100 for the full control effect
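Inducible Hek293 Trex D1 cells (tetracycline, overnight, 30 C). Calcium dye 30–90 min RT. Antagonist mode: EC80 dopamine added after 180 s compound read.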
TRHR ag: activates the human TRH receptor. P34981. TRHR cells, calcium flux fluo-8, FDSS agonist mode. activation, % at 2 µM. hit rate 0.18% among 360,000; also: 0% is about no effect
Target sequence (P34981 whole entry, looked up): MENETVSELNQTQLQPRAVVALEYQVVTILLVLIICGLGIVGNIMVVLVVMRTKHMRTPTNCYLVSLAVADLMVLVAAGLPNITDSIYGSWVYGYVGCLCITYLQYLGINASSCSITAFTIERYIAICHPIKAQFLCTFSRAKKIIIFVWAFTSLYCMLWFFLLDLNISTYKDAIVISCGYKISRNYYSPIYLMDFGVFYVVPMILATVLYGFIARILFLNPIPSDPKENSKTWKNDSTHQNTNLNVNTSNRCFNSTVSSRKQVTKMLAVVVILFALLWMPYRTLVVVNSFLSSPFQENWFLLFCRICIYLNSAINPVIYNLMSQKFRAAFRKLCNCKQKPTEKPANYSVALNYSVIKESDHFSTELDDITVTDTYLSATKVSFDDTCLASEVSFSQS
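TRHR-expressing cells, plated overnight in medium with 10% serum, were loaded with fluo-8 calcium dye at room temperature. After a 10 s baseline, library compound was pin-added and calcium release was recorded kinetically (ex 480/em 530) as agonist response.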
TRHR enhancer: allosteric enhancers of human TRH receptor. TRHR cells, fluo-8 calcium fluorescence, EC20 TRH enhancement. enhancement, % at 2 µM. hit rate 0.66% among 360,000. P34981; in the data active = enhancement above about 30%; also: 0% is about no effect
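TRHR-expressing cells loaded with fluo-8 calcium dye were read kinetically (ex 480/em 530) during compound addition, then stimulated with an EC20 of TRH (10 nM final). Enhancement of the Gq-mediated intracellular calcium response was scored.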
D2 potentiator: D2 dopamine receptor (human) potentiation; hit rate 0.34% among 340,000; HEK293 T-REx D2, calcium flux, EC20 dopamine potentiation; P14416; AID 485347; potentiation, % at 10 µM;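 active = potentiation over 3 SD above the plate norm, cut at about 30% in these data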; also: 0% is about no effect
Target sequence (P14416 whole entry, looked up): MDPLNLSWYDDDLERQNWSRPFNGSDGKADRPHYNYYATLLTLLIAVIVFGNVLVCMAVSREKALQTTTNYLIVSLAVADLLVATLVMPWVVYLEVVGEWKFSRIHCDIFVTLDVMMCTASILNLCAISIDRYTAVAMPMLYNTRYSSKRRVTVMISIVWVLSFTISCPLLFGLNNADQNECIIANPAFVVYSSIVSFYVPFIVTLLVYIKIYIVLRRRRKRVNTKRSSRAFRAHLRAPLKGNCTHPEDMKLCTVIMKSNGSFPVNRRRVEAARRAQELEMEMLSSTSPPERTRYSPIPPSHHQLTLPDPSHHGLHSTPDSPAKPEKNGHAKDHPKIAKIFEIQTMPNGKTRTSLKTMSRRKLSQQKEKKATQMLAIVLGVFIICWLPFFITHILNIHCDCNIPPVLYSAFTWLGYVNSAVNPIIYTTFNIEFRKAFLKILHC
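Using a no-wash calcium dye in inducible, force-coupled HEK293 Trex cells expressing D2, we tracked fluorescence each second for 180 s after compound, then for 180 s after EC20 dopamine to detect augmented signalling.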
D1 potentiator: potentiators of human D1 dopamine receptor; P21728; HEK293 TREx D1 cells, calcium flux, dopamine EC20 potentiation; potentiation, % at 10 µM; hit rate 0.036% among 360,000; in the data active = potentiation above about 30%; also: 0% is about no effect
D2 antagonist: antagonists of human D2 dopamine receptor. P14416. HEK293 TREx D2 cells, calcium flux, dopamine EC80. inhibition, % at 10 µM. hit rate 2% among 340,000; in the data active = inhibition above about 30%; also: 0% is about no effect
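Read-out: kinetic calcium fluorescence (1 cycle/s) in inducible HEK293 T-REx D2 cells after an EC80 dopamine addition that followed 180 s compound preincubation. Loss of the dopamine response indicates antagonism.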
D2 agonist: D2 dopamine receptor (human) agonism. P14416. activation, % at 2 µM. hit rate 0.53% among 340,000. HEK293 T-REx D2 cells, calcium flux agonist mode. AID 485358;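 active = activation over 3 SD above normal in the single-dose calcium agonist read, cut at about 30% in these data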; also: 0% is about no effect
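In this primary screen, compounds producing a positive calcium signal within 180 s of addition to tetracycline-induced, force-coupled HEK293 Trex D2 cells are flagged; cells are dye-loaded with a no-wash calcium kit beforehand.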
* hit, by the source's call; ? = inconclusive; · = not tested or not shown. Rule as the data show it, unless noted: active = activation above about 30%; inactive = the rest.

item	structure	RXFP1 antag	D1 ag	D1 antagonist	TRHR ag	TRHR enhancer	D2 potentiator	D1 potentiator	D2 antagonist	D2 agonist
1	COc1ccc(S(=O)(=O)N2CCN(Cc3ccco3)CC2)cc1	-10	3	1	-2.1	2	-3	0	12	-0.9
2	Cc1ccc(CNc2oc(-c3ccco3)nc2S(=O)(=O)c2ccccc2)cc1	1	3	3	0.3	0	4	4	0	-0.5
3	CSc1sc(-c2ccnc(=S)[nH]2)c(-c2ccccc2)c1C#N	-32	-1	-3	0.2	-3	1	1	-6	-0.8
4	O=C(c1ccccc1-c1nc(-c2ccccc2)no1)N1CCCC1	-1	0	-5	-0.4	-8	-6	2	28	0.0
5	O=C(N/N=C/c1cccc(O)c1)c1ccc(COc2ccc3c(c2)CCC3)o1	?	1	-12	-0.7	5	13	-2	7	0.2
6	Cc1ccc(C(=O)C(C)OC(=O)Cc2n[nH]c(=O)c3ccccc23)cc1 (centres undefined)	-2	6	-3	0.0	-2	-9	0	16	0.5
7	COc1cc2c(cc1OC)C1(Nc3c-2c(-c2ccccc2)nn3-c2ccccc2)C(=O)Nc2ccccc21 (centres undefined)	-9	3	15	-0.4	2	9	0	13	1.2
8	Cc1nnc(N2C(=O)c3cccc4cccc(c34)C2=O)s1	1	1	7	-0.3	4	-7	-4	-3	-0.3
9	COc1ccc(Cn2nnnc2CN(Cc2cc3ccc(C)cc3[nH]c2=O)C2CCCC2)cc1	-6	1	7	0.3	6	7	4	-14	-1.4
10	Cc1c(CC(=O)N2CCC(C(=O)O)CC2)c(=O)oc2cc3c(cc12)CCC1(CCCCC1)O3	·	2	16	0.0	-2	15	-4	-7	0.1
11	CCCNC(=S)Nc1ccc(CC(=O)OC)cc1	-4	2	-3	0.5	1	13	15	-14	1.2
12	COc1ccc(/C=N/NC(=O)CCSc2nc3ccccc3s2)cc1OC	-3	2	7	0.3	-1	4	-1	2	0.0
13	NNC(=O)c1ccc(CN2C(=O)c3cccc4cccc2c34)cc1	17	5	3	0.3	5	11	-8	-9	3.0
14	O=C(Nc1ccccc1N1CCCCC1)c1ccc(N2C(=O)c3ccccc3C2=O)cc1	-2	1	0	0.0	-1	3	1	-2	0.2
15	COC(=O)C1CN(C(=O)COc2cccc(C)c2C)c2ccccc2O1 (centres undefined)	5	11	-1	-1.6	9	-7	10	8	-0.2
16	CC(C)CN(CC(C)C)C(=S)Nc1ccc(Cl)cc1	-11	6	·	1.0	1	-1	-5	7	-0.3
17	CCCSc1nc2cc(C)c(C)cc2n1CC(O)CO (centres undefined)	-12	2	0	-0.1	0	-5	-6	5	0.2
18	CCOc1ccc(Nc2ncnc3onc(-c4ccc(Cl)cc4)c23)cc1	·	0	-6	-0.9	1	-6	2	·	-0.5
19	COc1ccccc1/C=c1\sc2nc(-c3ccccc3OC)nn2c1=O	-9	1	-36*	0.3	7	-3	-1	-27	-0.2
20	Cc1ccccc1S(=O)(=O)Cc1ccc(C(=O)NCCN2CCCCC2C)o1 (centres undefined)	-23	2	-17	1.5	6	-13	-4	13	-0.2
21	CCCC(CCC(=O)Nc1ccc(S(N)(=O)=O)cc1)C(=O)O (centres undefined)	-9	1	-2	0.1	4	10	1	-1	-0.7
22	Cc1cccc(C)c1NC(=O)c1c(O)c2ccccc2[nH]c1=O	1	2	-14	0.1	0	-4	-5	-5	0.5
23	Cc1ccc(S(=O)(=O)c2cc3c(=O)n4ccccc4nc3n(Cc3ccco3)c2=N)cc1C	3	-1	13	-0.3	2	14	6	13	-0.1
24	CCCCn1c(-c2nonc2N)nc2ccccc21	-6	8	-14	-0.5	-10	0	-7	1	1.5
25	Cc1ccc(-c2cc3ccccc3nc2N)cc1	-4	6	-98*	3.0	1	2	-27	-14	3.1
26	COc1ccc(/C=N/NC(=O)c2cnccn2)cc1O	9	3	28	-0.3	5	-3	-8	-8	-0.4
27	CCc1nnc(NC(=O)CSc2nnc3c4ccccc4n(C)c3n2)s1	-1	1	5	-0.6	8	3	-7	9	-0.9
28	Cc1nc2ccccc2n1CC(=O)N/N=C/c1cccnc1	-2	0	7	0.6	0	6	9	-13	1.4
29	CCC1OC(c2ccc([N+](=O)[O-])cc2)=Nc2ccccc21 (centres undefined)	-2	2	-11	0.0	-5	-10	-3	4	0.5
30	O=C(COC(=O)C1CC1)NCCc1ccc(Cl)cc1	-7	4	-15	-0.2	3	·	-3	·	·
31	Cc1c(OCC(=O)NCc2ccncc2)ccc2c3c(c(=O)oc12)CCC3	5	11	-1	0.9	-2	-4	4	-12	·
32	COc1cccc(NC(=O)CSc2nc(=O)[nH]c3c2CCCC3)c1	1	-1	·	0.7	3	4	0	·	0.7
33	COc1ccc(CNC(=O)C2CCN(c3nc4ccccc4[nH]3)CC2)c(OC)c1	-18	1	4	0.0	3	-10	-2	·	0.3
34	CCOc1ccc(NC(=O)CC2C(=O)N(c3ccccc3)C(=S)N2Cc2ccccn2)cc1 (centres undefined)	-7	2	-26	-0.4	1	9	1	-6	-2.2
35	S=c1[nH]nc(Nc2ccc(Cl)cc2)s1	-14	0	3	-0.3	0	2	0	2	-0.5
36	CN(C(=O)CC1C(=O)NCCN1Cc1c(F)cccc1Cl)C1CCOCC1 (centres undefined)	6	3	-10	-0.8	3	-7	-7	-10	-0.3
37	COC(CNC(=O)c1ccc2nc(-c3ccccc3)c(-c3ccccc3)nc2c1)OC	0	0	1	-3.7	-4	3	-13	6	-0.5
38	N#CC(c1nc2ccccc2nc1N1CCCC1)S(=O)(=O)c1ccccc1 (centres undefined)	0	9	-14	9.3	-3	11	-6	9	1.2
39	CC(NC(=O)c1ccco1)C(=O)OC(C)C(=O)NCc1ccccc1 (centres undefined)	-11	3	6	0.7	2	0	-11	5	1.0
40	CCN1CCCC1CNC(=O)c1ccc(CS(=O)(=O)c2ccccc2C)o1 (centres undefined)	-17	0	7	0.2	31*	-10	8	-14	-2.3
41	CCC(C)(C)n1nnnc1C(c1ccc(C)cc1)N1CCCC1 (centres undefined)	-5	0	13	-0.7	1	-5	1	1	0.3
42	COc1ccc(N2CCN(C(=O)c3cc4c(s3)-c3ccccc3S(=O)(=O)C4)CC2)cc1	-20	0	0	-0.1	8	·	-4	·	·
43	Cc1ccc(C(=O)c2cc([N+](=O)[O-])ccc2N2CCN(C)CC2)cc1	-2	3	-7	0.3	-4	-16	-4	12	0.2
44	CC1CCN(S(=O)(=O)c2ccc3nc(NCc4ccc(N(C)C)cc4)ccc3c2)CC1	-3	1	-16	0.3	2	10	-5	·	·
45	CC(C)(C)N(NC(=O)Nc1ccc(Cl)c(Cl)c1)C(=O)c1ccccc1	-9	33*	-27	2.5	-4	2	-1	9	-0.8
46	Cc1ccc2nc(SCC(=O)NC3CCCC3)nc(=O)n2c1	-1	1	14	0.0	0	9	-2	-14	-0.3
47	COc1cc(CNn2nnnc2N)ccc1OCc1c(Cl)cccc1Cl	2	6	10	0.5	8	8	-4	-5	-0.2
48	Cc1ccc(NC(=O)CCS(=O)(=O)c2cccc3nonc23)c(C)c1	·	0	-10	-0.7	3	-2	-3	·	0.6
49	O=c1c(Br)c(N2CCCC2)cnn1-c1ccccc1	-3	1	1	-0.4	4	16	-2	4	-0.1
50	CC(C)C(=O)c1cn(CC(=O)O)c2ccccc12	-6	6	9	0.4	1	0	-2	-6	0.2
51	O=C(Nc1nccs1)C1CC(=O)N(c2ccccc2Cl)C1 (centres undefined)	2	0	-10	0.2	-1	4	0	-1	-0.8
52	COc1ccc(OCCNS(=O)(=O)c2ccccc2)cc1	-13	2	-8	-0.2	-4	·	-2	·	·
53	CCCCC(CC)CNC(=O)C1CCN(S(=O)(=O)c2cccc3nsnc23)CC1 (centres undefined)	·	0	6	0.5	-24	-27	4	·	1.0
54	NS(=O)(=O)c1cccc(NC(=O)Nc2ccc(Cl)cc2)c1	-6	17	-29	1.4	4	12	-18	13	0.5
55	CCCCNC(=S)N1CCN(C)CC1	0	4	11	-0.3	2	1	1	-1	0.1
56	Nc1c(C(=O)N2CCOCC2)sc2nc3c(cc12)CCC3	6	1	1	0.1	1	5	-4	8	-0.6

By substructure, the compounds so far with a furan ring, fused or not (7)
item	structure	RXFP1 antag	D1 ag	D1 antagonist	TRHR ag	TRHR enhancer	D2 potentiator	D1 potentiator	D2 antagonist	D2 agonist
1	COc1ccc(S(=O)(=O)N2CCN(Cc3ccco3)CC2)cc1	-10	3	1	-2.1	2	-3	0	12	-0.9
2	Cc1ccc(CNc2oc(-c3ccco3)nc2S(=O)(=O)c2ccccc2)cc1	1	3	3	0.3	0	4	4	0	-0.5
5	O=C(N/N=C/c1cccc(O)c1)c1ccc(COc2ccc3c(c2)CCC3)o1	?	1	-12	-0.7	5	13	-2	7	0.2
20	Cc1ccccc1S(=O)(=O)Cc1ccc(C(=O)NCCN2CCCCC2C)o1 (centres undefined)	-23	2	-17	1.5	6	-13	-4	13	-0.2
23	Cc1ccc(S(=O)(=O)c2cc3c(=O)n4ccccc4nc3n(Cc3ccco3)c2=N)cc1C	3	-1	13	-0.3	2	14	6	13	-0.1
39	CC(NC(=O)c1ccco1)C(=O)OC(C)C(=O)NCc1ccccc1 (centres undefined)	-11	3	6	0.7	2	0	-11	5	1.0
40	CCN1CCCC1CNC(=O)c1ccc(CS(=O)(=O)c2ccccc2C)o1 (centres undefined)	-17	0	7	0.2	31*	-10	8	-14	-2.3

The list goes on:
item	structure	RXFP1 antag	D1 ag	D1 antagonist	TRHR ag	TRHR enhancer	D2 potentiator	D1 potentiator	D2 antagonist	D2 agonist
57	CCCCc1ccc(CC2S/C(=C(\C#N)C(=O)N3CCOCC3)N(c3ccccc3)C2=O)cc1 (centres undefined)	-19	4	9	0.3	-4	2	-6	-2	-0.7
58	CC(NC(=O)c1ccc([N+](=O)[O-])cc1Cl)C1CC2CCC1C2 (centres undefined)	-15	4	-4	-0.6	-16	20	-3	30	0.7
59	CCOC(=O)c1cnc(-n2nc(C)cc2C)nc1N1CCOCC1	5	2	2	-0.5	13	7	-4	-32	0.4
60	Cc1ccc(CNC(=O)C2CCCCN2S(=O)(=O)c2ccc(F)cc2)cc1 (centres undefined)	-2	4	-3	-0.5	13	-6	2	·	0.6
61	CN(C)S(=O)(=O)c1ccc(C(=O)OCC(=O)NCc2ccccc2)cc1	-4	4	-23	0.0	-10	-1	-2	-6	-0.3
62	Cc1cc(=O)oc2cc(OCC3CC(c4ccccc4)=NO3)ccc12 (centres undefined)	2	2	2	-0.2	-1	-6	-6	-16	-1.8
63	Cc1nc2sc(C(c3cccs3)N3CCN(Cc4ccccc4)CC3)c(O)n2n1 (centres undefined)	-32	3	-14	0.7	14	3	-3	-5	0.1
64	O=C(COc1ccccc1)NCC(c1ccc(Cl)cc1)N1CCOCC1 (centres undefined)	2	-1	-11	0.4	-3	-11	0	·	1.3
65	COc1ccc(Cl)cc1NC(=O)CS(=O)(=O)c1cccc2nsnc12	25	4	-4	-0.7	-6	1	-6	7	-1.5
66	CC1NC(=O)NC1CCCCCC(=O)Nc1ccc(F)c(Cl)c1 (centres undefined)	-8	6	0	1.2	3	9	-4	-7	0.4
